# TRPC6 act: activators of mouse TRPC6 channel | 310,000 tested, 0.13% active | B-score at 10 µM | HEK293-TRPC6 membrane potential dye fluorescence; hits give high values | AID 2550;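 active = B-score of the integrated fluorescence ratio above library mean plus 3 SD, and starting fluorescence ratio within library mean plus 5 SD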;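 note: higher score means more depolarization so channel activation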
# HDAC3 inhib: blocks human histone deacetylase 3; recombinant HDAC3, fluorogenic peptide/trypsin coupled, fluorescence; inhibition, % at 8.3 µM; 320,000 tested, 0.15% active; in the data active = inhibition above about 26%, passing the limit was not always enough; inconclusive = no clear call, values can overlap the other calls
# Target sequence (O15379 whole entry, looked up): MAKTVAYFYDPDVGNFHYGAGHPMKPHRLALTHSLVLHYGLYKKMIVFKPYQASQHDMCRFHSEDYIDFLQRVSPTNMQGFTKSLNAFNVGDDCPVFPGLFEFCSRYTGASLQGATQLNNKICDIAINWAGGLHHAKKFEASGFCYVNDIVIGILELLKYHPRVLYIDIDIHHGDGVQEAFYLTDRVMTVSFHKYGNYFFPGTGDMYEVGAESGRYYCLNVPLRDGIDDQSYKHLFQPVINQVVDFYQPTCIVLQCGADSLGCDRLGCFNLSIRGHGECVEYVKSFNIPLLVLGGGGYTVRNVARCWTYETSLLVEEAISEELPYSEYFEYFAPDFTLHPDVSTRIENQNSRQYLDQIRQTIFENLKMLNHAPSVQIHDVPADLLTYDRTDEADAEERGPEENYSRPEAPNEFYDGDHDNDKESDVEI
# SKKanGAS inh: SKKanGAS growth inhibition; S. pyogenes SKKanGAS, kanamycin growth, BacTiter-Glo, 6 h; inhibition, % at 7.5 µM; 300,000 tested, 1.3% active; AID 1662;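 active = mean replicate score, as percent of positive control median, at least 50; inconclusive = mean below 50 but one replicate at or above 50; inactive = mean and every replicate below 50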;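 note: strain carries kanamycin resistance gene driven by streptokinase promoter and grows in 40 µg/ml kanamycin; loss of luminescence reflects streptokinase promoter inhibition or plain growth inhibition; 0% = median of DMSO wells and 100% = positive control at its reference dose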
# MrgX1 antag: blocks BAM8-22 activation of human MrgX1 receptor | Q96LB2 | MRGX1-HEK293 calcium flux, Fluo-4, BAM8-22 antagonism; hits give low values | B-score at 10 µM | 310,000 tested, 1.3% active | AID 588676;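 active = calcium-response B-score plate-corrected more than 3 library SD below zero, starting fluorescence within 5 deviations, no agonist response on first addition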;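 note: peak minus trough fluorescence over baseline after final BAM8-22 challenge near maximal dose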
# Target sequence (Q96LB2 whole entry, looked up): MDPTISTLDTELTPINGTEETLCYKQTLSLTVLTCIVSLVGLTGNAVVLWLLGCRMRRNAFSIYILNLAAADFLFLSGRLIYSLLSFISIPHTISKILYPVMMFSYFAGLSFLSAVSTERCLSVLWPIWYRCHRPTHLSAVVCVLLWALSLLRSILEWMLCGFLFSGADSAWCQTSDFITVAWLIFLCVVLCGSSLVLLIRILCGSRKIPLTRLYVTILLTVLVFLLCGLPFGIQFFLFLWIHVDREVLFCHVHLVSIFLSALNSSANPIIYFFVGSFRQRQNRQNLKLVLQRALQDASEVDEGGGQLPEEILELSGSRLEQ
# ANO1 block: mouse TMEM16A channel inhibition, primary screen; HEK293 TMEM16A/YFP iodide influx fluorescence, ionomycin; 310,000 tested, 1.2% active; normalized B-score (activity score, 25-100; higher = stronger inhibition) at 10 µM;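 active = ratio plate-corrected score three or more library SD toward inhibition, starting fluorescence score within five deviations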;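 note: score derived from kinetic fluorescence span divided by baseline fluorescence per well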
# TRPC6 inhibitor: mouse TRPC6 channel inhibition | Q61143 | HEK293-TRPC6, membrane potential dye, ACh-evoked depolarization; hits give low values | B-score at 10 µM | 310,000 tested, 1.1% active;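 active = B-score under library mean minus 3 SD, initial fluorescence not abnormally high, positive integrated signal ratio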;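 note: B-score derived from integrated fluorescence ratio over the kinetic read; more negative B-score means stronger inhibition of depolarization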
# MrgX1 ag: activates human MrgX1 receptor signaling; Q96LB2; MrgX1-HEK293 cells, Fluo-4 calcium fluorescence, agonist mode; hits give high values; B-score at 10 µM; 310,000 tested, 0.44% active; AID 588627;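 active = calcium response B-score plate-corrected fluorescence ratio at least 3 library SD, with starting fluorescence B-score inside 5 SD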
#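 Test system: HEK293 cells stably expressing human MrgX1 receptor; amount: 15,000 cells per well; doses: compound delivered in addition one of three; times: overnight plating before 1 h dye loading; detection: Fluo-4 NW calcium-flux fluorescence, kinetic read; read-out basis: B-scored fluorescence response ratio; controls: positive and negative controls per plate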
# MrgX1 allo act: human MrgX1 positive allosteric modulation, primary screen | Q96LB2 | MrgX1-HEK293, Fluo-4 calcium flux, FDSS; hits give high values | B-score at 10 µM | 310,000 tested, 0.63% active | AID 588675;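 active = plate-corrected calcium response at least 3 library SD above typical, normal starting fluorescence, not activating the receptor alone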;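 note: compound read alongside a low EC10 to EC30 dose of BAM8-22 agonist; peak minus trough fluorescence over baseline measured at the second addition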
# RGS4 pot: RGS4 potentiation or activation | HEK293 M3R/inducible RGS4, carbachol calcium flux Fluo4; hits give low values | 310,000 tested, 0.92% active | AID 463111 | B-score at 10 µM;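 active = B-score of the integrated calcium signal more than 4 SD below the library mean, with starting fluorescence not abnormally high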;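 note: negative B-score means reduced calcium response which marks RGS4 activation or potentiation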
#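 Material: M3R-expressing HEK293 line, RGS4 induced by doxycycline | Schedule: Overnight RGS4 induction, 30 min dye load 37 °C, 20 min compound RT | Measured by: Fluo4 fluorescence kinetic imaging of calcium | Read-out: Integrated calcium ratio converted to B score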
# TMEM16A act: activates or potentiates the mouse TMEM16A chloride channel; Q8BHY3; HEK293 TMEM16A/YFP-H148Q/I152L, iodide quench fluorescence; hits give low values; B-score at 10 µM; 340,000 tested, 0.3% active; AID 623877;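 active = fluorescence-ratio B-score plate-corrected deviation score at least 3 library SD below zero, with starting fluorescence score within 5 deviations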;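 note: channel opened by trigger with iodide after compound preincubation; score built on the fluorescence ratio of max minus min over baseline; more negative score means more quench and so TMEM16A activation or potentiation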
# RGS4 inh: human RGS4 inhibition. B-score at 10 µM. 310,000 tested, 0.45% active. HEK293 M3R/RGS4 inducible, Fluo-4 calcium flux; hits give high values; triggered by carbachol at its EC20. P49798;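 active = B-score, a plate-corrected calcium signal, over three deviations above library mean, with baseline fluorescence within five deviations of library mean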;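 note: RGS4 expression induced by doxycycline in cells with stable M3 receptor; B-score is computed from the integrated fluorescence ratio over baseline after carbachol; higher B-score means a larger calcium signal and so more RGS4 inhibition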
# Target sequence (P49798 whole entry, looked up): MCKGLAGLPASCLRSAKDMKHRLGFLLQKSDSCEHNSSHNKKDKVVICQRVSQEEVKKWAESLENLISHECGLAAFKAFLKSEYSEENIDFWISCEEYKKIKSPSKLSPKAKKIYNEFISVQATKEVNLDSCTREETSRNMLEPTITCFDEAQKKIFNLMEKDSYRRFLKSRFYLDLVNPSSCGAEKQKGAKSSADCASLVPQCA
# * hit, by the source's call; i = inactive; ? = inconclusive; . = not tested or not shown.
SMILES,TRPC6 act,HDAC3 inhib,SKKanGAS inh,MrgX1 antag,ANO1 block,TRPC6 inhibitor,MrgX1 ag,MrgX1 allo act,RGS4 pot,TMEM16A act,RGS4 inh
Cc1ccc(S(=O)(=O)Nc2cccc3c2CCCC3)cc1,i,4,14,i,i,i,i,i,i,i,i
S=c1nc2ccccc2c2nc(-c3ccccc3Cl)[nH]n12,i,2,40,i,i,i,i,i,i,i,i
COc1ccc(CCNCC(O)Cn2ccc3ccccc32)cc1OC (stereo not drawn),i,0,2,i,i,i,i,i,i,i,i
CCOC(=O)c1sc(NC(=O)/C=C/c2cnn(C)c2C)c(C(=O)OC(C)C)c1C,i,-2,1,i,i,i,i,i,i,i,i
COc1ccc(CCN2C(=O)C3C(C2=O)C2C=CC3C23CC3)cc1OC (stereo not drawn),i,-3,5,i,i,i,i,i,i,i,i
CCc1nc(SCC(=O)NCCc2ccccc2)c2c(=O)n(C)c(=O)n(C)c2n1,i,-2,6,i,i,i,i,i,i,i,i
Cc1cccc(CC(=O)NC2CCCCCC2)c1,i,3,2,i,i,i,i,i,i,i,i
CCC1CCC/C1=N\NC(=O)c1cc(C)[nH]n1 (stereo not drawn),i,11,-9,i,i,i,i,i,i,i,i
CCn1c(C)nc2cc(S(=O)(=O)N3CCCC3)ccc21,.,2,.,i,i,.,i,i,.,i,.
CC(=O)c1ccc(NC(=O)c2sc3nc4n(c(=O)c3c2C)CCCCC4)cc1,i,2,10,i,i,i,i,i,i,i,i
Cc1ccc(-c2c3c(=O)n(C)c(=O)n(C)c3cn2CCCN2CCOCC2)cc1,i,-11,-4,i,i,i,i,i,i,i,i
Cn1ncc(N=Cc2c(O)ccc3ccccc23)c1C(=O)N1CCOCC1,i,-8,-1,i,i,i,i,i,i,i,i
CC1=NN(C(=O)c2ccccc2)C(O)(c2ccc(Br)cc2)C1 (stereo not drawn),i,2,1,i,i,i,i,i,i,i,i
CCc1nc(N2CCCCC2C(=O)O)c2oc3ccccc3c2n1 (stereo not drawn),i,-4,-6,i,i,i,i,i,i,i,i
CSc1nc(-c2ccc(N(C)C)cc2)c(C#N)c(=O)n1C,i,0,5,i,i,i,i,i,i,i,i
CCOCCCNC(=O)CCc1ccc(-n2cnc3cccnc32)cc1,i,9,2,i,i,i,i,i,i,i,i
COc1ccc(C(=O)N/N=C/c2ccc(OC(=O)c3cccs3)cc2)cc1,i,-2,6,i,i,i,i,i,i,i,i
c1ccc(Cn2nnnc2CN2CCCC2)cc1,i,.,-3,i,i,i,i,i,i,i,i
N/C(=N\OC(=O)c1cccc2ccccc12)c1ccc(Br)cc1,i,-2,-4,i,i,i,i,i,i,i,i
O=C(Nc1ccc(Br)cc1)c1cc(-c2cccs2)on1,i,13,9,i,i,i,i,i,i,i,i
Cc1nc2cc3nc(C(F)(F)F)[nH]c3cc2[nH]1,i,-1,-7,i,i,i,i,i,i,i,i
CC(C)OC1(c2ccccc2)OC(=O)c2ccccc21 (stereo not drawn),i,5,-14,i,i,i,i,i,i,i,i
COc1ccc(C(=O)NNC(=O)CCC(=O)NNC(=O)c2ccc(OC)cc2)cc1,i,4,2,i,i,i,i,i,i,i,i
CCCC(=O)Nc1nnc(-c2ccccc2)o1,i,2,-5,i,i,i,i,i,i,i,i
COc1cccc(C(=O)Nc2ccc(NC(=O)C(C)C)nc2)c1,i,1,-4,i,i,i,i,i,i,i,i
# Further compounds follow.
SMILES,TRPC6 act,HDAC3 inhib,SKKanGAS inh,MrgX1 antag,ANO1 block,TRPC6 inhibitor,MrgX1 ag,MrgX1 allo act,RGS4 pot,TMEM16A act,RGS4 inh
COCCC(=O)N(Cc1ccc2c(c1)OCO2)C(C(=O)NC1CCCCC1)c1ccncc1 (stereo not drawn),i,3,-4,i,i,i,i,i,i,i,i
CCOc1ccc(N(CC(=O)Nc2c(C)n(C)n(-c3ccccc3)c2=O)S(=O)(=O)c2ccccc2)cc1,i,1,2,i,i,i,i,i,i,i,i
CCOC(=O)c1cccc(NC(=O)c2cnccn2)c1,i,-5,.,i,i,i,i,i,i,i,i
c1cc(-c2nnc3n2CCCCC3)ccn1,i,9,-2,i,i,i,i,i,i,i,i
CC(=O)c1cccc(NC(=O)Nc2cccnc2)c1,i,2,5,i,i,i,i,i,i,i,i
Cc1ccc(NC(=O)NC2CCN(CC(=O)Nc3nccs3)CC2)cc1,i,-13,-2,i,i,i,i,i,i,i,i
CCC(=O)Nc1sc2c(c1C#N)CC(C)(CC)OC2 (stereo not drawn),i,-4,1,i,i,i,i,i,i,i,i
O=c1c(C(c2ccccc2)c2c(O)sc3ccccc3c2=O)c(O)sc2ccccc12,i,10,97*,-4.6*,100*,i,i,i,i,i,i
NC(=O)C1CCN(c2nc(-c3ccccc3)nc3ccccc23)CC1,i,1,-11,i,i,i,i,i,i,i,i
COc1ccccc1-n1cc(CN2CCN(CC=C(C)C)C(CCO)C2)cn1 (stereo not drawn),i,1,11,i,i,i,i,i,i,i,i
CCOc1ccc(CN2CCC(n3nccc3NC(=O)CCCc3ccccc3)CC2)cc1,i,6,-6,i,25*,i,i,i,i,i,i
CCOC(=O)c1sc(NC(=O)c2ccoc2C)c(C(N)=O)c1C,i,0,4,i,i,i,i,i,i,i,i
OC(COc1ccccc1)CN1CCCC1 (stereo not drawn),i,-5,0,i,i,i,i,i,i,i,i
CN(c1ccccc1)S(=O)(=O)c1nnc(NC(=O)c2ccco2)s1,i,-5,?,i,i,i,i,i,i,i,i
CCN(c1cccc(C)c1)S(=O)(=O)c1ccc2c3c(cccc13)C(=O)N2,i,8,-2,i,i,i,i,i,i,i,i
Cc1ccc(-c2nc3ccccc3o2)cc1NC(=S)NC(=O)c1cc2ccccc2o1,i,4,0,i,i,i,i,i,i,i,i
O=C(/C=C/c1cccc(F)c1)NCc1ccc2c(c1)OCO2,i,3,-5,i,i,i,i,i,i,i,i
COc1ccc(CC(=O)NCC(=O)N=Nc2c(O)[nH]c3ccccc23)cc1,i,-5,7,i,i,i,i,i,i,i,i
CSc1cccc(NS(=O)(=O)c2cccs2)c1,i,1,-1,i,i,i,i,i,i,i,i
CCCN(CCC)CCCNC(=O)c1cc2c(=O)[nH]c3ccccc3c2n1C,i,-4,.,i,i,i,i,i,i,i,i
C=CCn1c(SCC(=O)C(C)(C)C)nnc1-c1cccs1,i,-10,-8,i,i,i,i,i,i,i,i
COc1ccc2c(C)cc(SCC(=O)Nc3cccnc3Cl)nc2c1,i,0,1,i,i,i,i,i,i,i,i
CC1(C)Cc2c(sc3c2c(=N)n(Cc2ccco2)c(=O)n3Cc2ccccc2)CO1,i,3,3,i,i,i,i,i,i,i,i
C=CCc1ccc(OCC(O)CN2CCN(c3ccccc3OC)CC2)c(OC)c1 (stereo not drawn),i,0,-1,i,i,i,i,i,i,.,i
COc1cccc(NC(=O)CCCn2c(=S)[nH]c3ccccc3c2=O)c1,i,-4,-8,i,i,i,i,i,i,i,i
# The listing continues:
SMILES,TRPC6 act,HDAC3 inhib,SKKanGAS inh,MrgX1 antag,ANO1 block,TRPC6 inhibitor,MrgX1 ag,MrgX1 allo act,RGS4 pot,TMEM16A act,RGS4 inh
O=C1c2cccnc2C(=O)N1Cc1cccs1,i,1,-6,i,i,i,i,i,i,i,i
Cc1cc(Br)ccc1NC(=O)CNC(=O)c1ccc(-n2cncn2)c([N+](=O)[O-])c1,i,-6,-16,i,i,i,i,i,i,i,i
Cc1cccc(OCC(=O)Nc2ccc(NC(=O)c3ccccc3)cc2)c1,i,3,-1,i,i,i,i,i,i,i,i
CC(C)(C)S(=O)(=O)Cc1nc(-c2ccc(Cl)c(Cl)c2)cs1,i,7,-12,i,i,i,i,i,i,i,i
NC(=O)CSc1nnc(NC(=O)C2CC(=O)N(c3ccc(F)cc3)C2)s1 (stereo not drawn),i,-13,6,i,i,i,i,i,i,i,i
CS(=O)(=O)Nc1nnc(SCC(=O)N(c2ccccc2)c2ccccc2)s1,i,1,24,i,i,i,i,i,i,i,i
CCC(c1nnnn1C(C)(C)CC)N(CCCO)Cc1cc2cc(C)cc(C)c2[nH]c1=O (stereo not drawn),i,.,0,.,.,i,.,.,i,i,i
CN(C)C(CN=C1NS(=O)(=O)c2ccccc21)c1ccco1 (stereo not drawn),i,4,-2,i,i,i,i,i,i,i,i
COc1ccccc1CN(C)C(=O)c1cccc(S(=O)(=O)N2CCN(Cc3ccccc3)CC2)c1,i,0,-4,i,i,i,i,i,i,i,i
CN(c1ccccc1)S(=O)(=O)c1ccc2[nH]c(=O)[nH]c2c1,i,-10,0,i,i,i,i,i,i,i,i
COc1ccccc1N(CC(=O)Nc1ccc2c(c1)OCCO2)S(C)(=O)=O,i,-4,-2,i,i,i,i,i,i,i,i
COc1ccc(-c2nc(-c3ccccc3)no2)c(OC)c1,i,4,14,i,i,i,i,i,i,i,i
O=C(/C=C/c1ccc(OCCCF)cc1)NCc1cccc(Cl)c1,i,5,0,i,i,i,i,i,i,i,i
CN(C)S(=O)(=O)c1ccc(NC(=O)Cn2ccsc2=N)cc1,i,-1,-2,i,i,i,i,i,i,i,i
CN(C)c1ccc(C(=O)Nc2nc3c(s2)CCCC3)cc1,i,3,10,i,i,i,i,i,i,i,i
O=C(N/N=C\c1cccc(F)c1)c1ccc(-c2ccccc2)cc1,i,-2,.,i,i,i,i,i,i,i,i
O=C(CCn1c(=S)oc2ccccc21)NC1CCCCCCC1,i,-8,3,i,i,i,i,i,i,i,i
COc1cc(NC(=O)CC(C)S(=O)(=O)c2ccc3c(c2)NC(=O)CO3)cc(OC)c1OC (stereo not drawn),i,-2,-1,i,i,i,i,i,i,i,i
COc1ccccc1NC(=O)c1ccccc1NC(=O)c1cc(Cl)ccc1NC(=O)c1ccco1,i,0,5,i,i,i,i,i,i,i,i
COc1cc(/C=C/C(=O)O)ccc1OCc1ccc([N+](=O)[O-])cc1,i,?,6,i,i,i,i,i,i,i,i

# Screening results (PubChem BioAssay)

# Compounds as they come. About 6.7% of those tested had a hit in this group.
